SRC2 inh: inhibition of GAL4-SRC2 driven luciferase reporter, primary screen, SRC2 inhibitor project, cell-based, luminescence; HEK293 GAL4-SRC2 luciferase reporter; inhibition, % at 9 µM; 370,000 compounds, 0.17% hits;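 active = inhibition above the mean inhibition of all tested compounds plus 3 SD, set per campaign, cut at about 52% in these data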;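 note: 0% = DMSO treated cells and 100% = cells given Gossypol at 36 µM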
NCOA3 inh: SRC3 coactivator transcriptional activity inhibitors, primary screen, cell-based, luminescence; HEK293 GAL4-SRC3 luciferase reporter; inhibition, % at 3.6 µM; 360,000 compounds, 0.17% hits;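 active = inhibition above a per-campaign cutoff, the mean of all compounds plus 3 SD, cut at about 60% in these data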;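 note: 0% = DMSO-treated cells and 100% = gossypol-treated cells at 36 µM; higher means less SRC3-driven luciferase light from the GAL4 reporter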
Target sequence (Q9Y6Q9 whole entry, looked up, the tested form may be a part): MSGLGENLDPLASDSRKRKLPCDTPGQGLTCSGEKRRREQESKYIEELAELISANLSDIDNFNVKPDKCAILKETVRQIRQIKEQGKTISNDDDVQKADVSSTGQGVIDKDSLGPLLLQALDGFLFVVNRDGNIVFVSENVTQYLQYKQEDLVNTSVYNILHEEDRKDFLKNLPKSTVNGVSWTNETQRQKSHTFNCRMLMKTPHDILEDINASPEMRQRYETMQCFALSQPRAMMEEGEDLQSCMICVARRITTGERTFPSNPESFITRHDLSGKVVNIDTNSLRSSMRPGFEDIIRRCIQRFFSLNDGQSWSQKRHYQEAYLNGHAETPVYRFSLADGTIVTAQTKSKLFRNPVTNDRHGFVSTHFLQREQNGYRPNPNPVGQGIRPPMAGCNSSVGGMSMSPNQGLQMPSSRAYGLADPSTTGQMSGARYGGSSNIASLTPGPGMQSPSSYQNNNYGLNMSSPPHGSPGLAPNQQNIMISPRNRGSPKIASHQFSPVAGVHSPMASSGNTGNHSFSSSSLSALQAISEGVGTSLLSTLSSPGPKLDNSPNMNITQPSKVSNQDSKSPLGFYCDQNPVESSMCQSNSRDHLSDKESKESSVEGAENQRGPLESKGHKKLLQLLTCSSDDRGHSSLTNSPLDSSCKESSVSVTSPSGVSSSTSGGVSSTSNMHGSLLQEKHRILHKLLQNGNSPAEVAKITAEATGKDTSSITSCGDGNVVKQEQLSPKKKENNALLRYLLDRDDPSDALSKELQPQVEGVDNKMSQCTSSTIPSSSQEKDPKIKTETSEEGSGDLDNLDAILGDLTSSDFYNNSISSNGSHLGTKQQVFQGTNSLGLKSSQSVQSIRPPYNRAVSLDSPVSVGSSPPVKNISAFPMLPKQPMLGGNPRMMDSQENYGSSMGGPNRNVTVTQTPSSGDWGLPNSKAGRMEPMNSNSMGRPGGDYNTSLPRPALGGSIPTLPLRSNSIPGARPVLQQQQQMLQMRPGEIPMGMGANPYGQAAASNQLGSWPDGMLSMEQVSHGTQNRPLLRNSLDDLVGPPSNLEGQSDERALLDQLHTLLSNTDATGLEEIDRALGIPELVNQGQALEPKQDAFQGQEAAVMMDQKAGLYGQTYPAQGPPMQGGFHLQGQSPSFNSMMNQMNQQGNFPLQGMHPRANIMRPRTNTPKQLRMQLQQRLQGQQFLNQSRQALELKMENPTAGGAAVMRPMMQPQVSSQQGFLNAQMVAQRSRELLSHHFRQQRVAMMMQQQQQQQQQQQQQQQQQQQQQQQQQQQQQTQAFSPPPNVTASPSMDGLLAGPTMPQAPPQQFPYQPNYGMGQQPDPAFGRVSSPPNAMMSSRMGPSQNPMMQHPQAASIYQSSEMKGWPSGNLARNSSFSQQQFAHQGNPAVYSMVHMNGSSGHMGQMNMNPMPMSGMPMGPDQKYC
EBV LMP1 NFkB: EBV LMP1-driven NF-kappaB luciferase reporter inhibitors, primary screen, cell-based, luminescence, single point; inhibition, % at 12.5 µM; 350,000 compounds, 0.69% hits; LMP1-induced NF-kappaB luciferase reporter cells; in the data active = inhibition above about 41%;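 note: 0% = neutral control wells and 100% = reference inhibitor control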
CF NFkB block: inhibitors of PAF-induced NF-kB signaling, primary screen, cell-based, GFP fluorescence, uHTS. KKLEB NF-kB-GFP reporter, GFP fluorescence overnight. AID 588850, 2011. inhibition, % at 5 µM. 360,000 compounds, 0.86% hits;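 active = at least 50% inhibition at 5 µM, scaled per plate between neutral and stimulator controls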;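 note: PAF is a Pseudomonas aeruginosa culture filtrate used as stimulus; plate controls were PAF-stimulated DMSO wells for no effect and unstimulated DMSO wells for full effect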
NR2F2 inh: NR2F2 transcriptional activity inhibitors, primary screen, cell-based, luciferase reporter, HEK293T, luminescence; inhibition, % at 8.6 µM; 370,000 compounds, 0.7% hits; HEK293T NGFI-A luciferase reporter; COUP transcription factor 2 (Homo sapiens), P24468;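 active = inhibition above a per-plate cutoff, mean inhibition of test wells between control levels plus 3 SD, cut at about 38% in these data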;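 note: cells cotransfected with COUP-TFII expression vector driving the NGFI-A reporter; 0% = median of COUP-TF2 test wells and 100% = reporter-only cells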
TROY signal inh: inhibitors of TROY-driven NF-kB signaling, primary screen, Q293 LMP1-TROYcd cells, NF-kB luciferase, uHTS; 360,000 compounds, 0.98% hits; Q293 LMP1-TROYcd NF-kB luciferase reporter, 4 h; AID 1347056, 2019; inhibition, % at 10 µM;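 active = compounds whose plate-normalised and pattern-corrected inhibition of the luciferase reporter signal at the single screening dose is 50% or more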
KKLEB cytotox: cytotoxicity in KKLEB CF airway cells, primary screen, cytotoxicity control for CF NF-kB inhibitor project, cell-based, uHTS, fluorescence assay plates; 360,000 compounds, 0.36% hits; activity change (cytotoxicity), % at 5 µM; KKLEB CF airway cells viability, ATPlite luminescence, overnight; stronger effect = lower value; cells stimulated with P. aeruginosa culture filtrate;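 active = corrected activity change at or below -50% at 5 µM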
TWEAK-Fn14 inh: inhibitors of TWEAK-Fn14 signaling, primary screen, luciferase reporter cells, uHTS. TWEAK-stimulated Fn14 reporter cells, luciferase luminescence, 8 h. inhibition, % at 10 µM. 360,000 compounds, 2% hits; in the data active = inhibition above about 50%
C8 TRAIL sens: viability loss with TRAIL in NB7+C8 cells, primary screen, TRAIL sensitizer project, cell-based, ATPlite luminescence; 360,000 compounds, 1% hits; AID 624354, 2012; inhibition (viability loss, TRAIL sensitization), % at 10 µM;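 active = compounds causing at least 50% loss of cell viability in the single-dose screen, relative to plate controls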
SRC1 inh: SRC1 coactivator transcriptional activity inhibitors, primary screen, cell-based, luminescence; 360,000 compounds, 0.12% hits; Nuclear receptor coactivator 1 (Homo sapiens), Q15788; inhibition, % at 3.6 µM; HEK293 GAL4-SRC1 luciferase reporter;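 active = inhibition above the campaign mean plus 3 SD, with each screening campaign given its own cutoff, cut at about 60% in these data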;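 note: 0% = DMSO treated cells and 100% = gossypol at 36 µM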
LRH-1 inv ag: LRH-1 (NR5A2) inverse agonists, primary screen, cell-based, luminescence, HEK293T, StAR-luciferase reporter; LRH-1 transfected, 24 h; Nuclear receptor subfamily 5 group A member 2 (Homo sapiens), O00482; inhibition, % at 3.6 µM; 360,000 compounds, 0.13% hits;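 active = inhibition above the mean inhibition of all tested compounds plus 3 SD, cut at about 73% in these data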;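 note: 0% = DMSO wells and 100% = reporter-only cells lacking LRH-1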
Active calls of the source: *; . = not tested or not shown.

SMILES	SRC2 inh	NCOA3 inh	EBV LMP1 NFkB	CF NFkB block	NR2F2 inh	TROY signal inh	KKLEB cytotox	TWEAK-Fn14 inh	C8 TRAIL sens	SRC1 inh	LRH-1 inv ag
O=C1CNC(=O)/C1=C/c1ccc(O)cc1	-26	-1	-2	-2	-4	-2	-4	8	-25	4	17
COc1cccc(/C=C/C(=O)OCC(=O)NCc2ccc3c(c2)OCO3)c1	1	18	-1	-4	-11	15	13	-23	4	-10	-9
CC(C)NC(=O)CSc1nnc(-c2ccncc2)n1-c1ccccc1	-4	-16	-13	0	-26	-41	-6	-15	2	-23	0
Cc1ccc(C(=O)NCCN2C3=NC[C@H](C(C)C)N3C[C@H]2Cc2ccc(O)cc2)cc1Br	-11	10	9	9	-5	-16	-19	-20	-1	5	10
COc1cccc(C(C(=O)NC2CCCC2)N(C(=O)CNC(=O)c2ccco2)c2cccnc2)c1 (stereo not drawn)	-10	2	-2	-8	2	6	6	8	-1	-1	21
O=C1OC2CC3CC1CC(O)(C3)C2 (stereo not drawn)	-21	-3	6	10	-4	-4	-4	-2	-6	-10	0
CCc1c(C)c(C#N)c2nc3ccccc3n2c1N(C)C	14	6	7	15	8	12	-8	-6	19	-10	18
Nc1cc(S(=O)(=O)N2CCCCC2)ccc1Oc1ccc(Cl)cc1	13	5	2	-3	20	25	13	46	-6	-5	7
CC(C)(C)C(=O)N1CCN(c2ccc(Cl)cc2[N+](=O)[O-])CC1	-24	8	-9	7	-11	-30	-2	-2	0	-7	-18
Cc1nc2cc(NCc3nc4ccccc4n3Cc3ccccc3)ccc2n1C	-26	55	-4	-14	-7	87*	-24	90*	18	53	42
COC(=O)c1cscc1NC(C)=O	12	10	-1	-7	-10	15	3	11	3	-9	7
COc1ccc(NC(=O)c2ccc(COc3ccccc3Br)o2)cc1OC	-12	43	-6	14	-16	1	-5	22	3	21	51
CC1(C2CC2)NC(=O)N(CC(=O)Nc2ccccc2F)C1=O (stereo not drawn)	-2	-11	-5	-10	9	-13	11	-3	-7	-5	13
O=C(N/N=C/c1ccccc1C(=O)O)c1ccc(COc2cccc3cccnc23)cc1	-10	-8	7	-7	7	-11	-2	0	15	-1	13
CC[C@@]1(c2ccccc2OC)ON(c2ccccc2C(F)(F)F)C1=O	17	24	9	59*	16	31	4	49	21	10	17
C[C@H](N)c1nnc(SCC(=O)N(C)C)o1	24	10	-4	-1	-16	4	3	2	5	11	-2
O=C(Nc1ccc2cn[nH]c2c1)c1ccc(Cl)c(S(=O)(=O)N2CCOCC2)c1	-16	-13	-3	1	-12	-33	-23	8	13	-18	-36
O=C(NCc1ccccc1)C1CCN(S(=O)(=O)c2ccc(N3CCCC3=O)cc2)CC1	-1	19	2	5	17	-11	-3	-29	18	-31	7
Cc1cccc(Oc2ccccc2NC(=O)c2cnccn2)c1	-29	10	-9	8	-15	16	2	-1	11	4	16
Cc1ccc(S(=O)(=O)N2CC=C(C(=O)NCc3ccccc3)CC2)cc1	5	5	-1	23	21	-2	-16	1	-13	-28	4
O=C(O)c1ccc(S(=O)(=O)c2ccc3c(c2)C(=O)N(Cc2ccco2)C3=O)cc1	-16	20	-1	5	15	4	8	14	7	11	10
CCN1CN(Cc2ccco2)CNC1=S	8	17	1	1	13	-2	-12	9	2	9	11
Cc1ccc(C)c(OCC(=O)NNC(=O)c2ccc(NC(=O)C3CC3)cc2)c1	-2	-7	-4	8	-3	-10	-10	-4	6	-10	-20
C/C(CC(=O)Nc1ccc(Cl)cc1C(F)(F)F)=N\NC(=O)c1cccs1	-54	-92	-3	-3	-41	-40	4	-1	-2	-56	-95

Whole records, looked up by structure. Screens in order: SRC2 inh | NCOA3 inh | EBV LMP1 NFkB | CF NFkB block | NR2F2 inh | TROY signal inh | KKLEB cytotox | TWEAK-Fn14 inh | C8 TRAIL sens | SRC1 inh | LRH-1 inv ag
Profile of C/C(CC(=O)Nc1ccc(Cl)cc1C(F)(F)F)=N\NC(=O)c1cccs1 = -54 | -92 | -3 | -3 | -41 | -40 | 4 | -1 | -2 | -56 | -95
Profile of CC1(C2CC2)NC(=O)N(CC(=O)Nc2ccccc2F)C1=O (stereo not drawn) = -2 | -11 | -5 | -10 | 9 | -13 | 11 | -3 | -7 | -5 | 13
Profile of CCN1CN(Cc2ccco2)CNC1=S = 8 | 17 | 1 | 1 | 13 | -2 | -12 | 9 | 2 | 9 | 11

Next part
SMILES	SRC2 inh	NCOA3 inh	EBV LMP1 NFkB	CF NFkB block	NR2F2 inh	TROY signal inh	KKLEB cytotox	TWEAK-Fn14 inh	C8 TRAIL sens	SRC1 inh	LRH-1 inv ag
O=C1CN(c2ccccc2)C(=S)N1C(=O)c1ccc(Br)cc1	-79	-94	-31	-5	-24	-25	12	7	2	-94	-139
CNc1cncc(-c2ccc(C)cc2)n1	-90	-40	.	0	-24	-31	8	-28	-4	-44	-88
CCOC(=O)N1CCC(NC(=O)c2cc(S(=O)(=O)N3CCC4(CC3)OCCO4)ccc2F)CC1	20	14	-2	8	6	5	0	4	-23	15	14
COc1ccccc1NC(=O)/C(C#N)=C/c1ccncc1	-6	1	6	9	-3	7	0	37	-16	-23	2
Cc1ccc(NC(=O)c2cc(C)nn2-c2ccccc2)cc1	1	-18	-6	-24	-3	-5	14	-20	14	-6	-26
C[n+]1cccc(/C=N/NC(=O)CC23CC4CC(CC(C4)C2)C3)c1	19	7	-6	-2	4	7	-2	3	8	17	3
Cc1oc(-c2cc(F)cc(F)c2)nc1CN1CCSCC1	-16	-8	15	-22	-21	-25	4	-3	-5	-18	2
O=C(CSC1CCCCC1)Nc1ccccc1Br	1	-31	3	7	-11	-32	4	-24	5	-23	-1
Cc1ccc(C2CC(=O)C(C=NCCN3CCN(C(=S)Nc4ccc(F)cc4)CC3)=C(O)C2)cc1 (stereo not drawn)	-5	17	0	6	-7	16	1	24	5	0	11
Cc1cc(-c2ccc(C(C)C)c(S(=O)(=O)N3CCN(c4ccccn4)CC3)c2)on1	7	7	-6	11	2	14	-12	8	30	-14	7
COc1ccccc1N1CCN(C(=O)c2cc(C3CC3)on2)CC1	-23	4	-4	-7	4	0	3	-2	-18	-12	-9
COc1cc2c(OC(C)=O)c3c(c(-c4ccc5c(c4)OCO5)c2cc1OC)C(=O)OC3	-16	15	-75	17	-4	-18	-35	-103	16	-2	42
CO/N=C(\CS(=O)(=O)Cc1ccc(OC)cc1)c1ccc(Cl)cc1	-3	0	6	1	23	-5	-1	9	2	-18	5
CN1CCN(NC(=O)CSc2ccc(Cl)cc2Cl)CC1	7	7	2	8	-8	-3	-9	8	-13	-8	9
CC(C)CNC(=S)NNC(=O)c1nn(C)cc1Cl	-17	3	6	-6	9	1	9	-4	-19	-15	-10
Cc1ccc(C)c(C(O)c2ncc(-c3cccc(C(F)(F)F)c3)[nH]2)c1 (stereo not drawn)	-15	-8	.	9	2	17	7	4	-8	14	-3
CC1(C)COC(c2cc3c(cc2Br)OCO3)OC1	-2	-17	0	-25	-8	-7	-7	9	-8	-18	-47
CSc1ccccc1C(=O)Nc1ccccc1C(=O)N1CCCC1	-7	5	8	-11	9	-23	10	-5	14	-16	-10
CC(C)(C)C(=O)OCc1nc(-c2ccc(Cl)cc2)cs1	-42	-5	-14	-13	-20	48	11	1	11	-7	3
CC1(C(=O)NCc2cccc3ccccc23)CCN1C(=O)Cc1ccc(-c2ccccc2)cc1 (stereo not drawn)	30	4	.	-19	14	27	-11	22	11	24	7
CSc1ccc(/C=N/n2c(COc3ccccc3)n[nH]c2=S)cc1	-18	17	3	-13	-9	-6	-4	-6	-1	6	7
Cc1ccc(NC(=O)CN(C)C(=O)CNC(=O)c2cccs2)cc1	19	-9	-3	2	-3	-2	6	3	19	-19	5
Cc1cc(CN(C)C(=O)C2CCC(=O)N(CCc3ccccc3)C2)n[nH]1 (stereo not drawn)	-5	1	-3	-26	6	0	7	-1	-9	-23	5
NS(=O)(=O)c1ccc2nc(NC(=O)CS(=O)(=O)c3ccc(F)cc3)sc2c1	-29	-17	6	-18	-5	8	14	-6	11	2	5
CCOc1ccc(N=C2C(=O)Nc3ccc(C)c(Br)c32)cc1	-19	7	4	7	3	-31	-14	10	-9	-2	2
CC(C)c1ccccc1OCCNC(=S)NC(=O)c1cccnc1	3	23	9	20	-13	11	-12	5	5	13	-5
Cc1ccc(C(=O)N2CCc3ccccc32)cc1NC(=O)c1ccco1	27	-13	0	0	11	-3	8	89*	6	-7	4
COc1ccc(CC2(CO)CCN(Cc3ccc4nsnc4c3)CC2)cc1	0	24	-3	6	7	16	-1	10	3	9	9
C=CCn1c(SCC(=O)NCC2CCCO2)nc2scc(-c3ccccc3)c2c1=O (stereo not drawn)	0	3	-1	-8	9	-9	5	-5	1	7	3
CCC/C=C1/CCCOC(C(=O)NCc2ccccn2)(C(F)(F)F)C1 (stereo not drawn)	-9	-1	-13	21	-1	-4	1	4	-9	2	-2
Cc1cc(Cl)ccc1OCC(=O)Nc1ccccc1NS(=O)(=O)c1cccs1	-28	8	-3	12	0	18	2	-14	8	-17	0
O=C(NCC1CCCO1)c1c(O)c2c([nH]c1=O)CCCC2 (stereo not drawn)	-6	-14	-9	6	-29	-41	-3	4	-10	-6	-27
COc1cccc(-c2cc(C(=O)Nc3ccccc3SC)no2)c1	-17	-34	-29	-18	-7	7	17	-1	6	-22	-22
COC(=O)c1c(C)oc(C)c1S(=O)(=O)Nc1ccc(C(C)C)cc1	-4	17	9	19	22	-6	-9	-7	-7	10	6
Cc1cc(NC(=O)c2ccco2)ncc1NC(=O)CCc1ccccc1	-19	14	-12	-19	-18	-8	9	-11	-4	-9	-37
COC(=O)CSC1=C(C#N)C(c2ccccc2OC)C(C(=O)OC)C(=O)N1 (stereo not drawn)	25	-9	8	2	-4	3	-6	6	-5	-8	9
C=CCOc1ccc(C(c2c(C)n(C)n(-c3ccccc3)c2=O)c2c(C)n(C)n(-c3ccccc3)c2=O)cc1	-7	-27	-9	12	12	-25	-9	1	2	-34	-2
O=C(CSc1nc2cc(Cl)ccc2s1)N1CCN(C(=O)c2ccco2)CC1	-10	10	5	-4	3	-5	-2	4	-4	-4	-6
CC(C)N1CCN(S(=O)(=O)c2ccc3ccccc3c2)CC1	17	-10	3	5	-7	-5	-8	6	-6	-5	7
COC(=O)c1cccc(NC(=O)CSc2nc(=O)cc(N)n2-c2ccccc2)c1	3	4	0	6	-6	-22	3	-30	-22	-31	14
COc1cc2cnc(-c3ccccc3)cc2cc1OC	-79	-27	4	-40	-55	-55	-2	-32	7	-14	-13
CCOc1ccc(NC(=O)c2ccc(N3CC4CC(C3)c3cccc(=O)n3C4)c(NC(=O)CCN3CCOCC3)c2)cc1 (stereo not drawn)	-30	-10	0	-15	-15	-23	4	-25	-4	-6	-19

Compound activity: PubChem, several laboratories
